# Bioassay records as filed in PubChem BioAssay.
# CF NFkB block – inhibitors of cystic fibrosis induced NF-kB | AID 588850 | 360,000 compounds, 0.86% hits | inhibition, % at 5 µM | KKLEB NF-kB-GFP reporter, PAF-induced, GFP fluorescence overnight;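 active = at least 50% inhibition at 5 µM, scaled per plate between neutral and stimulator controls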;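 also: PAF is a Pseudomonas aeruginosa culture filtrate used as stimulus; plate controls were PAF-stimulated DMSO wells for no effect and unstimulated DMSO wells for full effect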
# TRPM1 prom inh – reduces MITF-dependent TRPM1 promoter luciferase signal; SK-MEL-5 TRPM1 promoter luciferase, 24 h; inhibition, % at 12.5 µM; 330,000 compounds, 0.83% hits;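 active = mean inhibition across replicates of 60% or more, whatever share of single replicates reaches that level; inconclusive = some that reach 60%, reason not given; inactive = mean inhibition across replicates below 60%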; also: values of inactives mirror those of a sister screen read the other way
# NR2E3 ag-1 – human photoreceptor-specific nuclear receptor agonism; CHO-S Gal4-NCOR/VP16-NR2E3 two-hybrid, luciferase; inhibition of corepressor binding, % at 3.98 µM; 360,000 compounds, 0.35% hits; AID 602229;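 active = inhibition above the mean of all tested compounds plus 3 SD, cut at about 70% in these data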;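 also: 0% = DMSO with NR2E3 transfected cells and 100% = cells lacking NR2E3 construct; higher means lower luciferase signal from less NR2E3 corepressor binding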
# Target sequence (Q9Y5X4 whole entry, looked up, the tested form may be a part): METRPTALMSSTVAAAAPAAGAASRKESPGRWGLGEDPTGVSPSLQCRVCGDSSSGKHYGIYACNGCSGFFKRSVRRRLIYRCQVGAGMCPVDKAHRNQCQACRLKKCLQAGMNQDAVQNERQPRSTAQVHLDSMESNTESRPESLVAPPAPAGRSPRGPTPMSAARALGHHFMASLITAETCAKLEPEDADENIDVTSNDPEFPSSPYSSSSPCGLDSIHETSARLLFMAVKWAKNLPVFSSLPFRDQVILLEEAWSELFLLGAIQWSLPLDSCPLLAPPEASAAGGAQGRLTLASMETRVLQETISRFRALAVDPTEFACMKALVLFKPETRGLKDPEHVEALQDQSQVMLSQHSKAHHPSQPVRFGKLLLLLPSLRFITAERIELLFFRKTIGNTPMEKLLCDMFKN
# hiPSC survival – increases survival of single human iPS cells; hiPSC single-cell survival, ATPlite luminescence; 100% = ROCK inhibitor wells, 0% = DMSO; survival enhancement, % at 20 µM; 360,000 compounds, 0.044% hits; AID 602274; in the data active = survival enhancement above about 18%;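 also: cells exposed to compounds for 16 hours before the ATP read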
# Shn3 3UTR inh – inhibitors of Schnurri-3 3'UTR reporter in osteoblasts | Clone20 osteoblast Shn3 3'UTR firefly luciferase, 24 h | AID 588674 | inhibition, % at 12.5 µM | 360,000 compounds, 0.52% hits;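 active = mean inhibition of at least 75% with every replicate also reaching 75%; inconclusive = mean inhibition at least 75% but some replicate below; inactive = mean inhibition below 75%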;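 also: 0% = median of neutral control wells and 100% = pilot-screen positive control compound; some compounds past the cut are filed as inactive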
# aDG glyco act – increases alpha dystroglycan glycosylation. Pro5-aDG cells, alpha-DG glycosylation AlphaScreen (IIH6); 0% Pro5, 100% B10-LARGE cell signal. activation, % at 10 µM. 360,000 compounds, 0.22% hits;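 active = activation of at least 8% versus controls, or a plate z-score of at least 8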;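 also: Pro5 are CHO cells carrying HIG-tagged alpha-DG that lacks glycosylation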
# TWEAK Fn14 block – inhibitors of TWEAK-Fn14 interaction signaling. TWEAK-stimulated Fn14 reporter cells, luciferase luminescence, 8 h. inhibition, % at 10 µM. 360,000 compounds, 2% hits; in the data active = inhibition above about 50%
# Peg3 prom inh – Peg3 promoter activity inhibition. HeLa PEG-Prom luciferase reporter, luminescence, overnight. inhibition, % at 20 µM. 360,000 compounds, 1.7% hits. AID 588405;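 active = inhibition of at least 50% at 20 µM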
# HIF-2a inh – HIF-2a inhibition | 786-0 RCC cells HIF-2a reporter, luciferase luminescence, overnight | inhibition, % at 18.8 µM | 360,000 compounds, 0.72% hits | AID 624352;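 active = inhibition of the luminescence signal of 40% or more relative to plate controls, in a single-dose primary screen at 18.75 µM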
# KKLEB tox – counter-screen for CF NF-kB inhibitors: cytotoxicity; 360,000 compounds, 0.36% hits; KKLEB CF airway cells viability, ATPlite luminescence, overnight; hits give low values; cells stimulated with P. aeruginosa culture filtrate; activity change (cytotoxicity), % at 5 µM;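 active = corrected activity change at or below -50% at 5 µM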
# NR2E3 ag-2 – NR2E3 (human) agonism; AID 2300; GST-NR2E3/biotin-RetCOR TR-FRET, 1536-well; inhibition of corepressor binding, % at 4.78 µM; 320,000 compounds, 0.12% hits;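 active = percent inhibition above the cutoff of mean plus 3 SD of all tested compounds, set per screening campaign, cut at about 20% in these data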;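 also: 0% = DMSO wells and 100% = biotin wells as full block of FRET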
#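 Assay system: NR2E3–RetCOR corepressor complex. Quantity: 1.35 nM GST-NR2E3. Buffer or medium: pH 7.5 Tris-based buffer. Reagent: biotinylated RetCOR corepressor at 7 nM final. Schedule: 5 h at 4 °C. Detection: TR-FRET, emission read at 617 and 671 nm. Replicates: one well per compound, singlicate testing.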
# Numbers without * were called inactive; ? = inconclusive; . = not tested or not shown; & = joins results of further samples; ! = repeats disagree. This is a subset; count on the stated rates, not on these rows.
SMILES,CF NFkB block,TRPM1 prom inh,NR2E3 ag-1,hiPSC survival,Shn3 3UTR inh,aDG glyco act,TWEAK Fn14 block,Peg3 prom inh,HIF-2a inh,KKLEB tox,NR2E3 ag-2
O=c1c2ccccc2nc(-c2ccco2)n1-c1ccc(Br)cc1,3.9,-4.8,11.0,0.2,14.8,0.1,-32.4,-1.3,5.3,0.2,-2.1
O=C(NC1CCCCC1)N1Cc2ccccc2-n2nncc2C1,-23.8,-4.0,-9.0,-0.8,4.8,-0.1,-0.2,-14.0,-1.3,12.3,.
CCOC(=O)C1(CCOc2ccccc2)CCN(C(C)CSC)CC1 (configuration not stated),0.9,19.1,16.1,0.5,-0.3,-0.1,10.7,10.2,6.5,-5.6,1.9
O=C1NC(=O)C(=Cc2ccc(-c3ccc(S(=O)(=O)N4CCOCC4)cc3)o2)C(=O)N1,-12.0,4.6,16.6,0.0,-130.0,0.0,4.8,-15.0,2.7,-12.9,0.2
COc1ccccc1N(CC(=O)NC1CCCC1)C(=O)c1cnn(C(C)C)c1,0.9,-4.6,0.1,-3.5,-1.3,0.0,-4.8,7.7,8.3,2.1,0.5
Cc1nn(Cc2ccccc2)c(Cl)c1C(=O)NC1CCCc2ccccc21 (configuration not stated),23.3,-19.1,-10.9,4.6,-16.7,0.3,12.6,20.6,-3.0,-6.1,-1.2
CCOc1ccc(Br)c(C2(O)CC(C)N(C)CC2C)c1 (configuration not stated),12.0,-4.5,-4.0,0.8,0.1,-0.1,9.9,13.7,19.3,-9.0,2.0
COc1cc(C=C2C(=O)NC(=O)NC2=O)ccc1OCc1ccc([N+](=O)[O-])cc1,-24.2,-66.9,-161.8,-1.0,-54.0,0.3,-2.0,-248.1,-203.1,-1.6,.
COc1ccc(-c2cc(-c3ccccc3)[n+](C)c(-c3ccccc3)c2)cc1,20.2,65.9*,-7.9,-4.7,15.4,0.1,23.3,34.2,16.5,-14.6,0.2
NCCc1cc(O)c(O)cc1O,-0.8&-0.2,-0.3&21.7,-17.5&-13.5,-2.5&0.3,-14.4&-12.9,-0.2&-0.2,56.4*!,0.3&14.4,6.8&13.7,-17.5&5.7,.
CC(=O)N1CC(=O)Nc2ccc(C)cc2C1c1ccccc1 (configuration not stated),14.8,5.9,-1.0,-0.2,-0.9,-0.2,-6.8,13.0,16.5,-2.6,-0.6
COc1ccccc1CN1CCNCC1,-25.8,.,-14.2,-0.6,-1.0,-0.2,-20.3,-57.2,-45.8,1.0,.
Cc1cc(C)c(C(=O)CN2CCOCC2)c(C)c1,-9.2,-6.8,-7.9,2.2,-13.5,-0.3,-5.6,9.5,19.2,2.5,4.8
COc1cc2[nH]c(=O)n(-c3ccc(C)cc3)c(=O)c2cc1OC,-10.1,-4.0,-18.5,-1.3,-1.3,0.0,-5.7,-1.8,3.9,0.3,.
CCOP(=O)(OCC)C1(O)C(=O)Nc2ccccc21 (configuration not stated),-2.3,12.6,-8.9,6.1,1.0,0.0,21.9,-24.8,8.0,0.6,-0.3
O=Cc1cn(Cc2ccccc2F)c2ccccc12,11.5,5.7,13.8,0.7,54.9,0.7,37.2,19.3,11.5,13.0,-2.1
Cc1nn(Cc2ccccc2Cl)c(C)c1C(=O)NC1CCCc2ccccc21 (configuration not stated),-12.1,7.6,-21.6,-0.9,12.5,-0.1,18.9,-3.2,1.1,-17.7,0.6
CCCNC(=O)N1[C@H]2CC[C@@H]1C(C(=O)OC)=C(c1cc3ccccc3s1)C2,5.3,10.7,-0.2,-2.9,44.0,0.8,13.7,4.9,3.0,2.5,1.3
Cc1nc2ccccc2c(=O)n1-c1cccc([N+](=O)[O-])c1,-12.5,0.1,4.6,0.3,3.0,0.0,14.3,13.5,3.2,-12.0,3.2
c1cncc(C2CCCCN2)c1 (configuration not stated),-4.3,7.6,-6.2,0.7,3.5,-0.1,14.2,12.6,6.5,11.3,-0.3
CSc1nnc([C@@H](N)Cc2ccccc2)o1,23.2,0.3,3.2,5.6,-20.6,0.2,2.8,-11.6,2.2,-15.1,-1.6
O=C(CCCOc1ccc(Cl)cc1Cl)N1CCC2(CC1)OCCO2,-3.0,-28.2,-17.1,2.9,-7.8,-0.1,-15.9,-70.6,-127.3,2.4,-0.9
CCc1ccc(/C=C(/C#N)C(N)=S)cc1,2.8,-6.5,-9.8,-1.7,6.1,0.3,6.1,-5.0,15.5,0.1,3.4
CCC(=O)O[C@@H]1[C@@H](OC(C)=O)[C@@]2(O)C(C[C@H](O)C2(C)C)[C@](C)(O)[C@H]2CC[C@@H]3[C@@H](O)[C@]12C[C@@]3(C)O (some centres not stated),-8.5,-13.3,-17.5,-1.1,-72.1,-0.1,-2.2,9.1,1.6,7.4,0.5
N[C@@H](CCl)C(=O)O,-4.6,2.9,-15.0,-0.6,-27.0,0.1,-3.2,8.3,-2.3,-6.2,1.6
SMILES,CF NFkB block,TRPM1 prom inh,NR2E3 ag-1,hiPSC survival,Shn3 3UTR inh,aDG glyco act,TWEAK Fn14 block,Peg3 prom inh,HIF-2a inh,KKLEB tox,NR2E3 ag-2
N#CCCn1cc(C(=O)NCc2ccccc2)c(-c2ccccc2)n1,7.8,9.1,-5.2,-0.4,9.3,-0.1,-2.6,6.9,13.7,2.2,1.9
CCc1cc2c(s1)NC(=O)CN=C2c1cccs1,-5.9,2.6,-5.0,3.9,2.4,0.0,3.5,31.2,1.7,-8.9,0.5
CCOC(=O)c1c(C=O)c2ccccc2n1Cc1ccccc1F,13.4,2.4,-0.1,1.8,17.7,0.0,4.5,16.0,15.7,-16.3,-1.8
c1ccc2[nH]c(CCNC3CCCCC3)nc2c1,10.3,8.8,-18.6,2.0,10.8,0.7,4.7,-14.9,13.9,13.0,-5.5
COC1=C(OC)[C@]23CCc4ccc(OC)c(OC)c4[C@]2(CCN3C)CC1=O,7.0,-4.6,4.6,-2.3,-7.1,-0.1,6.4,-10.3,9.8,-0.6,.
Cc1ccc(N(C)C(=O)Oc2cccc3cccnc23)cc1,-0.8,-8.8,5.5,-3.2,1.1,-0.1,-13.4,3.9,-16.0,-7.6,1.6
CC(=O)c1cn(Cc2ccccc2F)c2ccccc12,27.2,26.9,83.2*,-0.8,?,0.6,22.8,15.8,27.1,-1.4,.
CCC1(CCC(C)C)C(=O)NC(=S)NC1=O,-3.6,-17.4,-2.4,-2.0,53.1,0.0,-6.7,8.3,14.7,-1.9,.
CCOC(=O)C1C2NC(=O)N(Cc3ccccc3)C1(C)Oc1c(OC)cccc12 (configuration not stated),-4.9,9.3,10.7,-0.3,4.7,-0.1,10.1,8.7,6.7,4.0,-0.7
COCCCn1c(-c2ccc(OC)cc2)cc(C(=O)NC2CCCCCCC2)c1C,20.5,17.2,-38.1,-2.5,30.7,0.3,64.2*,2.8,20.7,-5.8,1.3
O=c1[nH]c(=O)n(-c2cccc(Cl)c2)c(O)c1C=NCCN1CCCCC1,2.7,1.1,3.0,2.0,-8.9,-0.1,-12.2,11.0,-14.2,-4.3,1.3
COc1ccc(-n2c(O)c(C=NCc3ccc4c(c3)OCO4)c(=O)[nH]c2=O)cc1,8.3,1.8,-26.5,-0.6,13.2,0.5,-6.4,4.2,10.0,5.4,1.6
CC1CN=C(Nc2ccc(N(C)C)cc2)S1 (configuration not stated),-13.5,-18.6,-5.0,-1.5,-7.9,0.6,2.0,-36.9,-88.2,12.0,2.7
COc1ccc(N2C(=O)CC(N3CC=C(c4ccccc4)CC3)C2=O)cc1 (configuration not stated),13.3,3.8,-8.2,5.3,6.4,0.3,-7.9,4.1,-10.9,-19.9,0.8
Nc1cc(Cl)cc(C(=O)O)c1Cl,15.1,0.3,-13.2,2.7,-5.4,-0.1,-21.9,2.2,14.0,-7.0,-1.8
CC(=O)c1cn(CCCOc2ccccc2)c2ccccc12,-1.3,-10.7,6.0,-0.7,46.5,6.3*,32.2,-9.2,-37.9,3.1,6.2
O=C(Cc1ccccc1)N1CCN(C/C=C/c2ccccc2)CC1,-0.3,5.2,7.4,0.7,-3.2,1.4,-10.1,18.7,15.6,-2.1,1.7
COCC(C)OC(=O)c1c(N)n(Cc2ccco2)c2nc3ccccc3nc12 (configuration not stated),3.4,13.9,-8.2,3.1,-18.8,0.5,16.1,-10.6,-34.1,-2.1,2.4
CC(C)C12CN3CCN(CC(C3)C1O)C2 (configuration not stated),14.6,-3.7,10.8,2.5,-2.4,-0.1,-1.1,6.2,6.4,-7.5,1.2
CCOc1cc2c(cc1OCC)-n1cccc1C(c1ccc(C)cc1C)NC2 (configuration not stated),17.0,0.0,-3.0,-0.6,28.7,0.4,7.8,18.1,16.1,-26.8,-3.7
CCOC(=O)Cn1cc([N+](=O)[O-])nc1[N+](=O)[O-],-8.2,64.8*,-16.4,0.1,-23.7,1.3,12.3,-17.3,-6.9,-20.8,4.7
CC(C)COC(=O)c1ccccc1C(=O)OCC(C)C,7.0,2.8,-8.8,3.4,2.2,-0.5,7.7,14.8,-0.7,8.3,-0.9
CN1C(=O)NC(=O)[C@]2(Cc3ccccc3N3CCN(c4ccccc4)CC32)C1=O (some centres not stated),-15.3,4.9,-35.6,-3.9,-37.4,-0.1,-18.5,-40.0,-37.3,4.2,-0.4
CC(C)(C)C(=O)N1Cc2cc(-c3cccc(F)c3)ccc2-n2nncc2C1,-18.0,.,-6.1,3.8,-10.3,0.0,-18.8,9.8,3.6,10.0,.
Cc1cccc(CN2CCCN(Cc3ccc(Cl)cc3)S2(=O)=O)c1,-2.1,-8.2,-37.9,0.5,1.8,0.2,-9.8,6.0,11.3,-6.0,4.1
OCCCCO,9.8,-1.1,0.7,-1.4,-1.2,0.0,12.4,12.1,6.0,5.9,-0.2
Cc1cc(=O)oc2cc(OCC(=O)N3CCC(C(=O)O)(c4ccccc4)CC3)ccc12,17.0,2.7,-2.4,-0.8,-4.2,0.0,25.5,3.4,7.4,2.9,0.6
O=c1c2cc(Br)ccc2[nH]c(=S)n1-c1ccccc1,-3.8,-1.9,-25.9,-0.2,7.4,-0.1,-1.8,-6.8,5.6,15.0,6.4
CN1c2ccc([N+](=O)[O-])cc2CC2(C(=O)NC(=O)N(c3ccccc3)C2=O)C1c1ccccc1 (configuration not stated),-18.9,14.6,-4.8,1.9,48.4,0.0,13.0,34.9,26.5,7.4,0.3

# Just Peg3 prom inh (2 entries from above):
smiles	Peg3 prom inh
COCC(C)OC(=O)c1c(N)n(Cc2ccco2)c2nc3ccccc3nc12 (configuration not stated)	-10.6
CC(C)C12CN3CCN(CC(C3)C1O)C2 (configuration not stated)	6.2
